Neddyl block – blocks human cullin neddylation | P61081+Q13564 | calls only at 25 µM | actives 0.58% (n = 360,000) | TR-FRET cullin neddylation, biochemical; in the data active = inhibition above about 36%
SKN-1 block – inhibitors of C. elegans SKN-1; actives 0.49% (n = 360,000); inhibition, % at 21.8 µM; C. elegans VP596 Pgst-4::GFP/RFP ratio, acrylamide-induced, 24 h;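 active = interference check ratio from 0.5 to 1.5 plus GFP to RFP signal ratio inhibition reaching or exceeding a fixed threshold, cut at about 30% in these data, passing the limit was not always enough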; note: some compounds called inactive have numbers as strong as hits
DNMT1 inh – inhibitors of human DNMT1. DNMT1 molecular beacon, Hinp1I cleavage, fluorescence. AID 588458. actives 0.83% (n = 360,000). inhibition (reported as % activation of signal), % at 10 µM. P26358; in the data active = inhibition above about 50%
STEP block – STEP (human) phosphatase inhibition; actives 0.25% (n = 360,000); P54829; recombinant STEP, OMFP fluorogenic substrate, fluorescence; inhibition, % at 20 µM; AID 588621;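 active = inhibition at 20 µM, scaled per plate between control wells, above about 37%, limit read from the data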;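 note: 0% = DMSO with enzyme and substrate and 100% = substrate only without enzyme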
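Test system: STEP tyrosine phosphatase / Reagent: OMFP at 25 µM / Doses: 20 µM, 1% DMSO / Read-out: percent inhibition scaled to no-enzyme and uninhibited-enzyme controls, plate-pattern corrected / Detection: FITC-channel fluorescence of OMFP product / Medium: Bis-Tris buffer pH 6.0, 2.5 mM DTT, 0.005% Tween 20 / Schedule: 20 min at room temperature, dark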
CendR NRP1 mod – modulators of CendR peptide binding to human neuropilin-1. O14786. FAM-RPARPAR peptide binding to NRP-1, fluorescence polarization. inhibition, % at 25 µM. actives 0.85% (n = 360,000);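 active = inhibition or corrected inhibition above about 18%, plus a signal ratio from 0.5 to 1.5, limit read from the data, passing the limit was not always enough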; note: strong numbers were not always called active
Target sequence (O14786 whole entry, looked up): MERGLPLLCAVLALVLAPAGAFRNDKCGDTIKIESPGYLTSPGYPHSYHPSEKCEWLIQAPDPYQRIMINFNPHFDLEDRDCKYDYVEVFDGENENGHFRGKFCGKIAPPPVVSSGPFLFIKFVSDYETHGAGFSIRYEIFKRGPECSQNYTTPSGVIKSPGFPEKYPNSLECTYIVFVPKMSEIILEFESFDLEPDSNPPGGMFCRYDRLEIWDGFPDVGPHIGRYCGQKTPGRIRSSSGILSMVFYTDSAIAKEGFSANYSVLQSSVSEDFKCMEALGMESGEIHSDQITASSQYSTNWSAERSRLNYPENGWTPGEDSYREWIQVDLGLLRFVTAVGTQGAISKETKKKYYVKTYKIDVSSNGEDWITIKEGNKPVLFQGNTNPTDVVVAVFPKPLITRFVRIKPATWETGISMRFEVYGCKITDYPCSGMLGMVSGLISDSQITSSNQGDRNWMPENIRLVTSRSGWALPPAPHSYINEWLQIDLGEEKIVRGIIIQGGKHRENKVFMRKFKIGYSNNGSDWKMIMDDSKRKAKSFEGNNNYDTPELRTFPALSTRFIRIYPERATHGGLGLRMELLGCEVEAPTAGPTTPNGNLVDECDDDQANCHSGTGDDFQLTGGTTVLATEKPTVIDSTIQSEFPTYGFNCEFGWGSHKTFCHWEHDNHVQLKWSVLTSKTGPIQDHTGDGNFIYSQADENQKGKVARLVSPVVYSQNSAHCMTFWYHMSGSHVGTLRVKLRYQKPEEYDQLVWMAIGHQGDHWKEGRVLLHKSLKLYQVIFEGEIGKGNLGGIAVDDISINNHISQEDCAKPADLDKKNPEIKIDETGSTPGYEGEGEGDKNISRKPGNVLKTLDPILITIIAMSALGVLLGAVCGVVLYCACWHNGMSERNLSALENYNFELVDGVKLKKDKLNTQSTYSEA
Tb MetRS inh – Trypanosoma brucei MetRS inhibition. AID 624268. inhibition, % at 11.9 µM. actives 0.4% (n = 360,000). purified T. brucei MetRS, ATP depletion, Kinase-Glo luminescence;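 active = inhibition above a per-plate cutoff of the control wells' mean inhibition plus 3 SD, cut at about 5.5% in these data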;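 note: 0% = DMSO wells median and 100% = median of wells with control inhibitor compound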
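Test system – parasite MetRS enzyme · Reagent – substrates ATP, L-methionine and bulk Escherichia coli tRNA · Doses – 11.9 µM compound single dose, 0.9% DMSO · Times – 15 min enzyme-compound preincubation, 2 h reaction, 10 min detection, 25 °C · Signal – Kinase-Glo luminescence, ATP depletion format · Controls – DMSO-only wells as low control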
LMPTP block – LMPTP (human) inhibition | P24666 | recombinant LMPTP-A, OMFP fluorogenic substrate, fluorescence intensity | inhibition, % at 20 µM | actives 0.22% (n = 360,000);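 active = compounds that cut the enzyme signal by at least half of the control window in the single-dose screen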;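 note: plate controls were DMSO wells with enzyme plus substrate for no effect and substrate without enzyme for full effect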
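Assay system: LMPTP-A phosphatase enzyme | Input: 0.625 nM enzyme | Also added: Fluorogenic phosphatase substrate OMFP at 400 µM final | Compound dosing: One test concentration per compound, 20 µM, with 3% DMSO overall | Schedule: 50 min enzyme reaction at room temperature, protected from light | Signal: Fluorescence intensity | Benchmarks: no-enzyme and uninhibited controls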
SUMO1 PPI mod – SUMO1-SIM interaction modulation | actives 0.33% (n = 360,000) | inhibition, % at 20 µM | P63165 | SUMO1 binding to a labelled peptide, TR-FRET, 1 h; in the data active = inhibition above about 37%
Target sequence (P63165 whole entry, looked up): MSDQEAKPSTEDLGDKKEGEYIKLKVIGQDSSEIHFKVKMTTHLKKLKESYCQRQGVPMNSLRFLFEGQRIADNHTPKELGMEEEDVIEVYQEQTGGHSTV
Scp1 inh – inhibitors of human Scp-1 phosphatase | Q9GZU7 | AID 493091 | Recombinant Scp1, phosphopeptide, malachite green phosphate absorbance | actives 0.88% (n = 340,000) | inhibition, % at 20 µM;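 active = inhibition above about 50% at 20 µM, limit read from the data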;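 note: plate controls were DMSO wells with enzyme for no effect and wells lacking enzyme for full effect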
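Test system: SCP-1 catalytic domain; Buffer or medium: Acidic Tris acetate buffer with magnesium and detergent; Also added: Phosphorylated 17-residue peptide substrate; Compound: single 20 µM dose, 1% DMSO; Schedule: enzyme reaction 45 min at room temperature, colour 5 min, stabilisation 30 min; Signal: Phosphate-binding colour reagent, absorbance read at 630 nm.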
NadD inh – blocks S. aureus nicotinate mononucleotide adenylyltransferase | purified NadD enzyme, colorimetric absorbance read-out | inhibition, % at 20 µM | actives 0.78% (n = 360,000); in the data active = inhibition above about 26%; note: some compounds past the cut are filed as inactive
Active calls of the source: *; i = inactive; x = no result given. Compounds were not picked by outcome, and some 4.6% of all compounds hit somewhere here.

Order of values: NadD inh, Neddyl block, Tb MetRS inh, CendR NRP1 mod, DNMT1 inh, STEP block, SUMO1 PPI mod, SKN-1 block, Scp1 inh, LMPTP block
- O=C(Nc1ccc(-n2nncc2-c2ccco2)cc1)c1cc2ccccc2oc1=O
→ 7, i, -0.6, -18, 112*, 45*, 57*, 9, 35, 20
- CC1CCN(S(=O)(=O)N2CCC(C(=O)NCCC3=CCCCC3)CC2)CC1
→ -7, i, -0.6, 4, 0, -4, 0, 2, -1, 0.4
- O=C(Nc1cccnc1)C1CCN(S(=O)(=O)c2ccc(Cl)cc2)CC1
→ -1, i, 0.0, -2, -1, 0, 2, 5, -5, -0.1
- COC(=O)N(C)c1nc2ccccc2s1
→ -3, i, -2.2, -3, 2, 2, -2, 1, 1, -1.7
- O=C(CN1C(=O)COc2ccccc21)N(Cc1cccnc1)Cc1cccc(F)c1
→ -9, i, -0.2, 1, -1, 5, 1, 2, 0, -1.1
- CC(=O)Nc1cc(C(=O)N2CCCC2)ccc1Sc1ccc(Cl)cc1
→ 0, i, -0.6, -5, 0, -2, -1, -6, -6, 0.6
- O=C(Nc1ccc(S(=O)(=O)N2CCCC2)cc1)c1ccccc1
→ -6, i, 0.1, -10, 0, -2, 3, 2, -3, -1.1
- NC(=O)c1ccccc1OCC(=O)N1CCCC1c1ccc2c(c1)OCCCO2 (centres undefined)
→ -2, i, -0.2, -11, 33, 0, 4, -2, -4, -0.4
- Cc1cccc(-n2nnc3c(=O)n(CC(=O)Nc4cc(C)on4)cnc32)c1
→ -6, i, -0.8, 4, -2, -1, 3, -3, -7, -1.9
- Cc1ccc2c(c1)-c1ccccc1S(=O)(=O)N2
→ 2, x, -0.9, -8, 2, -2, 9, -7, -7, 0.3
- CC(=O)NCc1ccc(S(=O)(=O)NC(C)CCc2ccccc2)cc1 (centres undefined)
→ -3, i, -0.6, 3, 0, -2, 6, -8, -6, 0.0
- Cc1ccc(C)c(N2CCN(C(=O)c3cc4ccccc4oc3=O)CC2)c1
→ -3, i, 4.2, -10, 4, 5, 3, 0, -4, 1.4
- Nc1ccc(C(=O)NCc2ccccc2)cc1
→ 1, i, -0.4, 9, -1, -3, 0, -1, -2, -0.9
- Fc1ccc(Nc2ccnc(C(F)(F)F)c2)cc1
→ -4, i, -0.8, -4, 0, 0, 2, 6, -7, -1.5
- COc1ccc(CC(=O)Nc2ccc(S(=O)(=O)NCC3CCCO3)cc2)cc1 (centres undefined)
→ -9, i, -0.4, -8, 1, 1, -2, 1, -9, -0.1
- COc1cccc(SCc2noc(C(=O)NC(C)C)c2C(=O)NC(C)C)c1
→ -6, i, -0.3, 4, 0, 0, 5, 0, -4, -0.8
- O=C(COc1ncnc2cc([N+](=O)[O-])ccc12)NCCc1ccc(Cl)cc1
→ 5, i, 1.3, -8, -5, -3, -14, 0, -8, 0.9
- O=S(=O)(Nc1ccc(O)c2ncccc12)c1ccccc1F
→ 14, i, 0.1, 14, 59*, 3, 30, 61, x, 25
- COc1ccc(Oc2nc(-c3cccnc3)nc3ccccc23)cc1
→ 3, i, 0.1, -4, -3, 3, 3, 2, -4, 3.5
- CN(Cc1ccccc1)C(=O)COC(=O)c1ccc2c(c1)OCO2
→ -7, i, 0.0, 7, 0, 3, -4, 10, 10, -1.8
- Cn1c(CC(=O)Nc2ccccc2)nnc1SCC(=O)NC1CCCC1
→ -2, i, -0.2, -5, 1, 1, 3, 2, 1, -1.6
- COc1cc(C(=O)N/C(=C/c2ccc(F)cc2)C(=O)NC(C(=O)O)c2ccccc2)cc(OC)c1OC (centres undefined)
→ -6, i, 0.0, -1, -1, -2, 8, 6, -7, -1.5
- CCN1CCN(CC(=O)Nc2ccc(C)c(Br)c2)CC1
→ -4, i, -0.3, -4, -2, 1, 5, -8, -17, -2.9
- COC(=O)/C=C/c1c(C)nc(NCc2ccccc2)nc1Cl
→ -4, i, -0.1, -22, 0, -1, -6, 18, -9, -0.7
- COc1ccc(C(=O)NC(=S)NC(C)C)cc1Br
→ 1, i, -0.6, -10, -3, -2, 4, 4, -14, 1.3
- C#CCN(C[C@@H]1[C@@H](OC(=O)Nc2c(C)noc2C)[C@@H](OC(=O)Nc2c(C)noc2C)Cn2c(=O)n(CCCCCC)c(=O)n21)S(=O)(=O)c1ccc(C)cc1
→ -2, i, -0.7, -6, -7, 1, 5, -6, x, 3.0
- COc1ccc(/C=C/C(=O)OCC(=O)c2ccc3c(c2)NC(=O)CO3)c(OC)c1
→ -4, i, -0.6, -4, -13, 3, -1, -3, -9, 1.6
- COCC(C)NC(=O)Cn1c(SCc2ccccc2)nc2ccccc21 (centres undefined)
→ -4, i, 0.0, -2, 1, 0, 0, 14, 4, -1.4
- CN1C(=O)CSc2ccc(C(=O)O)cc21
→ 1, i, 0.2, 12, 2, -1, -1, -5, 0, -1.5
- O=C(Nc1ccc(C(=O)N2CCN(c3ccccc3)CC2)cc1)C1=CSCCO1
→ 5, i, 0.8, 1, -3, 0, -3, -10, -9, -0.1
- COc1ccc(OC)c(-n2c(SCC(=O)N3CCc4ccccc43)nc3c(c2=O)SCC3)c1
→ 11, i, 0.0, 13, 1, 6, 4, 7, -16, 3.1
- OC(c1ccccn1)(c1ccccn1)c1ccccn1
→ -1, i, 0.5, 5, 11, -4, 1, -5, -14, 0.5
- CCc1ccc(NC(=O)c2ccc(NC3=NC4CS(=O)(=O)CC4S3)cc2)cc1 (centres undefined)
→ 4, i, -0.2, -10, 0, -1, 1, -16, -13, 0.2
- O=C(NNC(=O)c1cccc([N+](=O)[O-])c1)c1ccncc1
→ -1, i, 0.0, 7, 1, 0, -16, -5, -11, 0.4
- CC(C)COC(=O)N(C)C[C@H]1OCc2cnnn2CCCC(=O)N([C@H](C)CO)C[C@H]1C
→ -2, i, -2.0, -7, 5, -2, 3, -10, x, -1.3
- Cc1c(C)c(C)c2[nH]c(=S)[nH]c2c1C
→ 9, i, 0.3, 5, -4, -1, -22, 0, -3, 1.6
- C=C(C)C1CC=C(C)/C(=N/NC(=O)COc2ccc(Cl)cc2)C1 (centres undefined)
→ -5, i, 0.2, -2, 7, 0, -2, 3, -4, -0.5
- CC(C)(C)n1cnc2cc(NS(=O)(=O)c3ccccc3)ccc21
→ 0, i, -1.0, 23*, 0, -1, -1, -11, 2, -1.5
- CCn1cc(C(=O)N[C@H](C(=O)NC(C)(C)CO)C(C)C)c(=O)c2cc3c(cc21)OCO3
→ 0, i, -1.1, 2, 3, -1, 0, -2, -3, -0.8
- CCCOc1ccc(/C=C/c2c([N+](=O)[O-])c(=O)n(C)c(=O)n2C)cc1
→ 0, i, -0.2, 11, 3, -1, -11, 4, -6, 1.3

3 structures out of the list, ordered by formula weight, largest number first.
Order of values: NadD inh, Neddyl block, Tb MetRS inh, CendR NRP1 mod, DNMT1 inh, STEP block, SUMO1 PPI mod, SKN-1 block, Scp1 inh, LMPTP block
- CCn1cc(C(=O)N[C@H](C(=O)NC(C)(C)CO)C(C)C)c(=O)c2cc3c(cc21)OCO3
→ 0, i, -1.1, 2, 3, -1, 0, -2, -3, -0.8
- O=C(CN1C(=O)COc2ccccc21)N(Cc1cccnc1)Cc1cccc(F)c1
→ -9, i, -0.2, 1, -1, 5, 1, 2, 0, -1.1
- Cc1ccc(C)c(N2CCN(C(=O)c3cc4ccccc4oc3=O)CC2)c1
→ -3, i, 4.2, -10, 4, 5, 3, 0, -4, 1.4

Additional records.
Order of values: NadD inh, Neddyl block, Tb MetRS inh, CendR NRP1 mod, DNMT1 inh, STEP block, SUMO1 PPI mod, SKN-1 block, Scp1 inh, LMPTP block
- Cn1cc(CC(=O)N2CCN(c3ccc(Cl)cc3)CC2)c2ccccc21
→ -1, i, -1.2, -13, -10, 18, 19, -9, -2, 2.7
- CCOC(=O)C1CCN(S(=O)(=O)c2c(C)[nH]c(C)c2C(=O)N2CCCC2)CC1
→ -4, i, 0.0, 13, 4, -1, 2, 24, -1, -0.1
- CC(CCc1ccccc1)NC(=O)COC(=O)c1cccn1C (centres undefined)
→ 1, i, -0.7, 12, -3, 4, 2, -11, -9, 0.8
- CCn1c(=O)n(CC)c2cc(S(N)(=O)=O)c(C)cc21
→ -1, i, -0.6, -7, 1, 0, 0, -6, 0, -0.6
- COC(=O)c1c(NC(=O)CN2CCC3(O)CCCCC3C2c2cc(OC)ccc2OC)sc(C)c1C (centres undefined)
→ 20, i, -1.2, 27*, -13, 2, 3, 4, 6, 3.8
- O=C(CN1C(=O)c2ccccc2S1(=O)=O)Nc1ccccc1C(=O)NCc1ccco1
→ -4, i, -0.2, -9, -3, -5, 0, -12, -9, -0.2
- Cc1cccc(OCC(=O)NCCNC(=O)c2ccco2)c1
→ 6, i, -0.1, 4, 1, 1, 2, -3, -3, 0.4
- CC(=O)Nc1cc(-c2ccc(C(=O)N3CCOCC3)cc2)cn2c(-c3cccc(C(C)=O)c3)cnc12
→ 0, i, 0.0, -21, -4, 1, -28, 18, x, 2.4
- Cc1ccc(C(=O)O)cc1NC(=O)c1cccs1
→ 1, i, 0.0, 0, 1, -2, 1, 4, -6, -1.6
- O=c1nc2n(c3cc(Cl)c(S(=O)(=O)N4CCOCC4)cc13)CCCCC2
→ -4, i, 1.1, 8, 2, 2, 3, 11, 1, -4.4
- CN1/C(=C\C=O)C(C)(C)c2ccccc21
→ 0, i, -0.7, -10, -1, 2, 1, 33, 1, -0.6
- O=C(CN1C(=O)NC2(CCOc3ccccc32)C1=O)c1ccc(Cl)cc1 (centres undefined)
→ 6, i, -0.4, -5, 2, 0, 4, -19, -3, 0.5
- Cc1cccc(C)c1NC(=O)CN(C)C(=O)CC1Sc2ccccc2NC1=O (centres undefined)
→ -2, i, -0.4, -9, -5, -3, -14, 4, -3, -0.9

Compound activity (PubChem)
